ABCB6 inh MLPCN = blocks the human ABCB6 transporter; fluorescence ratio to DMSO, % at 10 µM; Q9NP58; K562-ABCB6 porphyrin accumulation, flow cytometry, 1 h; stronger effect = lower value; 360,000 compounds, 0.19% hits;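 active = fluorescence ratio to DMSO below 75%, the collection mean minus 3 SD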;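 also: signal is porphyrin accumulated inside mitochondria; 100% equals median channel fluorescence of DMSO control wells; lower ratio means ABCB6 inhibition with less porphyrin fluorescence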
Vif imaging = HIV Vif inhibition. HEK293T cells, Vif self-association by quenched fluorescence, imaging, 24 h. inhibition, % at 7.49 µM. 340,000 compounds, 0.35% hits; in the data active = inhibition above about 50%, passing the limit was not always enough; also: some results filed as inactive read as strong as hits
ABHD5-PLIN5 inh = inhibitors of human ABHD5-perilipin-5 interaction; Q00G26+Q8WTS1; 360,000 compounds, 0.78% hits; inhibition, % at 4 µM; Split G. princeps luciferase complementation, luminescence, 4 h;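 active = inhibition above the mean inhibition across every tested compound plus 3 SD, cut at about 22% in these data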;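 also: 0% = DMSO only wells and the 100% control is not disclosed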
Target sequence (Q00G26 whole entry, looked up): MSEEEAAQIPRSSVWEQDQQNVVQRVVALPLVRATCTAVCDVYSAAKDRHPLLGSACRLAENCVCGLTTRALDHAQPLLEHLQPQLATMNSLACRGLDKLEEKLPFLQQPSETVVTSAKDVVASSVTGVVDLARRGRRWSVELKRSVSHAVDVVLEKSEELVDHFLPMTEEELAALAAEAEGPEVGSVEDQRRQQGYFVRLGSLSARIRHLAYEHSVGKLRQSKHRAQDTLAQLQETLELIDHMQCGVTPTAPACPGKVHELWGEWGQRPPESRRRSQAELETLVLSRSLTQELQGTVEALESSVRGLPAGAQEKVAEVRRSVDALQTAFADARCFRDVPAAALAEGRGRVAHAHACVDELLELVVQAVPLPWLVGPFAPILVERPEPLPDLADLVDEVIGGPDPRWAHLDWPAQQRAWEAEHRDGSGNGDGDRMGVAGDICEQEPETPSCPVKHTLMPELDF
Target sequence (Q8WTS1 whole entry, looked up): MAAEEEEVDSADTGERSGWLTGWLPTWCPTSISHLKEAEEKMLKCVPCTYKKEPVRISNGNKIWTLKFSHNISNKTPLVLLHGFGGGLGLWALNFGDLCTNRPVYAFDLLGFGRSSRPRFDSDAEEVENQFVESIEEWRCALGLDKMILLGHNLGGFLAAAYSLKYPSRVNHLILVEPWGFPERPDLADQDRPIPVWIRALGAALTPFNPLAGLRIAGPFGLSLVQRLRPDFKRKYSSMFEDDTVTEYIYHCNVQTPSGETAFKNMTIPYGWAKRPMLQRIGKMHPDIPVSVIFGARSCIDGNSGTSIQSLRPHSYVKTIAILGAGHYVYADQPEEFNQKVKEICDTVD
Glyco luc inh = blocks N-linked glycosylation in D54 reporter cells; AID 588692; D54 ERlucT glycosylation luciferase reporter, 24 h; percent of 100 nM tunicamycin response; reporter increase, % at 12.5 µM; 360,000 compounds, 0.23% hits;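 active = mean luciferase reporter signal, scaled so untreated is 0 and the glycosylation-blocking control 100, at or above a set limit in every replicate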;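 also: luciferase carries N-glycosylation sites so blocking glycosylation raises the light; 0% = median of neutral control wells and 100% = median of 100 nM tunicamycin wells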
Granule exo inh = lytic granule exocytosis inhibition; TALL-104 LAMP-1 surface exposure, flow cytometry; cells stimulated with thapsigargin and PMA; inhibition, % at 10 µM; 360,000 compounds, 0.66% hits; AID 651702;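 active = inhibition above about 55%, limit read from the data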
MC4R antag cAMP = blocks human MC4R cAMP signaling; P32245; MC4R-expressing cells, MTII-stimulated cAMP, LANCE TR-FRET; inhibition, % at 6.5 µM; 360,000 compounds, 0.48% hits;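 active = inhibition above its plate's cutoff, the mean of tested wells on that plate plus 3 SD, cut at about 29% in these data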;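 also: 0% = Melanotan II alone and 100% = Melanotan II plus saturating MCL0020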
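system = U2OS cells with stable human MC4R expression | also added = Melanotan II challenge after compound preincubation | dosing = one concentration, 6.5 µM nominal | incubation = compound 30 min, challenge 1 h, detection 1 h | measured by = TR-FRET with Eu-cAMP and labeled anti-cAMP, 671 nm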
NOD2-RIPK2 inh = blocks binding of human NOD2 to RIPK2; O43353; CHO BLA complementation NOD2-RIPK2, CCF4 ratio; inhibition, % at 4.98 µM; 360,000 compounds, 0.38% hits; AID 624267; in the data active = inhibition above about 21%;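 also: 0% = vehicle only and 100% = reference blocker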
MC4R barr agon = agonists of human melanocortin 4 receptor (MC4R) beta-arrestin. U2OS MC4R beta-arrestin complementation, luminescence; percent of melanotan II response, DMSO zero. 360,000 compounds, 0.98% hits. P32245. activation, % at 8.9 µM;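 active = activation above a per-plate cutoff, the mean activation of sample wells on that plate plus 3 SD, cut at about 8% in these data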
aDG glyco act = increases alpha dystroglycan glycosylation | Pro5-aDG cells, alpha-DG glycosylation AlphaScreen (IIH6); 0% Pro5, 100% B10-LARGE cell signal | 360,000 compounds, 0.22% hits | AID 624168 | activation, % at 10 µM;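 active = activation of at least 8% versus controls, or a plate z-score of at least 8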;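 also: Pro5 are CHO cells carrying HIG-tagged alpha-DG that lacks glycosylation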
TLR9-MyD88 block = inhibitors of human TLR9-MyD88 binding. CHO BLA complementation TLR9-MyD88, CCF4 FRET ratio. Q9NR96+Q99836. 340,000 compounds, 0.21% hits. inhibition, % at 4.98 µM. AID 504734;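 active = inhibition above the mean over all tested compounds plus 3 SD, cut at about 21% in these data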;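 also: 0% = DMSO only wells and 100% = clavulanate BLA inhibitor control wells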
Active calls of the source: *; nt = no result given. The list is partial; the hit share may differ from the screen's.

SMILES	ABCB6 inh MLPCN	Vif imaging	ABHD5-PLIN5 inh	Glyco luc inh	Granule exo inh	MC4R antag cAMP	NOD2-RIPK2 inh	MC4R barr agon	aDG glyco act	TLR9-MyD88 block
CCN(C(=O)c1ccc(NC(=O)c2ccco2)cc1)c1ccccc1	98	-5	2	-4	-5	1	4	-3.7	0.0	0
CC(C)N1CC(C(=O)Nc2ccc(Cl)c([N+](=O)[O-])c2)CC1=O (configuration not stated)	97	-11	-5	1	-3	-4	1	-0.5	0.0	-6
O=C(O)CC(c1ccc(OC2CCCC2)cc1)N1C(=O)c2ccccc2C1=O (configuration not stated)	98	-17	1	0	16	3	-3	-1.4	0.1	10
COc1ccc(-c2c(C(F)(F)F)nn(C)c2NC(C)=O)cc1	99	-8	0	0	1	3	3	0.5	-0.1	-7
COc1ccc(-n2c(=O)c3ccccc3c3ccccc3c2=O)cc1	96	10	7	1	0	-2	-1	0.7	-0.3	3
CCn1c(C(=O)NC2CCC(C)CC2)cc2sccc21 (configuration not stated)	99	8	-9	-3	-10	-5	-3	2.5	0.0	-7
O=c1[nH]c(-c2ccccc2Cl)nc2c1sc(=S)n2-c1ccccc1	101	0	3	2	-2	2	-2	-2.4	-0.2	19
O=C(O)c1n[nH]nc1-c1ccccc1	101	-5	3	1	-2	3	1	-1.2	-0.1	6
O=C(NCc1ccco1)C1CCCN(S(=O)(=O)c2cc(Cl)ccc2Cl)C1 (configuration not stated)	96	nt	1	-2	4	8	0	-1.5	-0.2	-1
COc1ccc(C(O)c2coc3ccc(O)c(CN(C)C)c23)cc1 (configuration not stated)	91	3	-2	-3	-1	-3	6	-0.3	0.2	1
C=CCn1cc(C(=O)NCCCOCC)c(=O)c2cc(S(=O)(=O)N(CC)CC)ccc21	96	-5	-2	0	-3	1	5	-3.9	-0.3	-1
Cc1ccc(S(=O)(=O)NCC2NCCc3ccccc32)cc1 (configuration not stated)	97	0	-2	0	0	10	-6	-2.8	0.7	-2
NC(=O)CCCSc1nc2ccccc2[nH]1	101	-3	2	-1	4	3	2	2.9	0.0	-11
S=C(NCC1CCCO1)N1CCN(Cc2ccccc2)CC1 (configuration not stated)	97	-2	1	-1	0	4	-10	-0.9	-0.1	-2
COc1cc(OC)cc(C(=O)NCC(=O)OCC(=O)Nc2ccc3c(c2)OCO3)c1	103	-2	-4	2	-4	27	-1	3.2	0.2	-12
CCCCN1C(=O)C(CC(=O)NC(c2ccccc2)c2ccccc2)CC(C(=O)N2CCOCC2)=C1C (configuration not stated)	96	2	8	-1	2	-6	2	-0.9	-0.2	7
Cc1cc2nc(-c3ccc(=O)[nH]c3)n(C)c2cc1C	102	-10	-2	7	-1	10	-4	-0.5	0.0	3
O=C(N/N=C/C=C/c1ccc2c(c1)OCO2)c1ccc([N+](=O)[O-])cc1	104	-2	8	1	1	4	-5	1.1	0.2	4
CC(CCc1ccccc1)NCC(O)c1ccc(O)c(C(N)=O)c1 (configuration not stated)	105	-1	-10	-1	-3	-2	-7	0.9	-0.3	-10
COc1ccc(OCC(=O)NCCNC(=O)c2ccncc2)cc1	96	1	12	1	-4	3	-2	-0.6	0.1	2
CC1COc2ccccc2N1C(=O)c1ccc(Cl)nc1 (configuration not stated)	93	7	-2	0	-2	-7	0	-0.1	-0.1	5
CC(=O)Nc1cccc(NS(=O)(=O)c2ccc3c(c2)CCC(=O)N3)c1	96	30	3	1	-4	6	-1	-1.0	0.2	8
Cc1cc2nc(-c3ccccc3O)[nH]c2cc1C	94	-18	-4	-9	-2	4	5	6.7	-0.2	-6
CN1N=C(C(F)(F)F)CC1=O	90	-3	-3	4	-1	5	0	-0.7	-0.4	3
O=C(NCc1nc(-c2ccccc2)no1)Nc1ccc(F)cc1	102	0	4	0	-2	-1	-11	-0.7	0.1	8

(list continues)
SMILES	ABCB6 inh MLPCN	Vif imaging	ABHD5-PLIN5 inh	Glyco luc inh	Granule exo inh	MC4R antag cAMP	NOD2-RIPK2 inh	MC4R barr agon	aDG glyco act	TLR9-MyD88 block
O=C1NC[C@@H](CCCCN2CCN(CC3CCCCC3)C(=O)C2=O)N(CC2CCCCC2)C1=O	99	nt	-2	nt	-5	nt	-1	nt	0.0	nt
Cc1nn(C)cc1C(C(=O)NC1CCCCC1)N(Cc1ccc(F)cc1)C(=O)c1cnccn1 (configuration not stated)	100	6	3	1	-1	-10	-6	1.2	0.5	nt
Cc1ccc2cc(C)c3nnc(SCc4ccc(C(=O)O)cc4)n3c2c1C	95	1	0	5	-4	13	-3	-1.3	0.0	-1
COc1ccc(CNC(=O)C2CCC(CNS(=O)(=O)c3ccc(C)cc3)CC2)cc1 (configuration not stated)	86	4	-1	-3	-1	6	-2	-1.7	0.1	-5
O=C(CCS(=O)(=O)c1ccc(Cl)cc1)N1CCCc2ccccc21	96	-1	7	-7	31	4	-15	0.6	-0.3	4
Clc1cccc(N2CCN(Cc3ccc(Br)o3)CC2)c1	97	-2	-1	-1	-1	-3	0	0.8	0.0	10
Cn1c(=NC(=O)c2ccco2)sc2ccccc21	100	-21	2	-8	-4	-7	-8	0.1	-0.4	-5
C/C(=N\Nc1ccccn1)c1ccc(C#N)cc1	95	-7	2	2	-4	-8	-5	-0.2	-0.1	1
COc1cc(C(=O)NCCCCCCNC(=O)c2cc(OC)c(OC)c(OC)c2)cc(OC)c1OC	102	9	3	2	1	9	-1	-0.5	-0.1	-2
COc1cc(/C=C/C(=O)O)cc(OC)c1O	107	-8	-7	1	3	0	-11	-0.2	-0.1	-28
COC(=O)[C@@]1(Sc2ccc(C)cc2)CC(=O)N[C@@H]1c1ccc(Br)cc1	101	nt	-10	nt	7	nt	4	nt	-0.1	nt
COC(=O)C1=CN(C(C)C)C=C(C(=O)OC)C1c1cc(Br)c(OC)c(OC)c1	100	nt	-1	-3	1	1	-9	1.4	0.9	-18
COc1cccc(C2=CC(=O)CCC2)c1	99	1	6	-4	0	0	-13	-1.4	0.0	3
CCN(CC)C(=O)CSc1nc2c(sc(=S)n2-c2ccccc2OC)c(=O)n1-c1ccccc1	89	-8	8	1	-16	6	2	0.9	0.0	-2
CN(c1ccc(OCC(=O)OCC(=O)Nc2c(F)c(F)c(F)c(F)c2F)cc1)S(=O)(=O)c1ccc(F)cc1	98	-8	-1	3	2	22	-2	1.4	0.2	-3
CN(CC(=O)Nc1cccc(F)c1)C(=O)c1ccccc1OCCOc1ccccc1	94	4	-6	-2	-1	-5	1	0.3	0.2	8
COc1ccc(C(=O)/C=C/c2cn(CN3CCN(C)CC3)c3ccccc23)cc1	88	-1	-4	5	26	2	21*	-0.8	0.6	12
Cc1ccccc1CSc1nnc(-c2ccco2)n1Cc1ccco1	96	0	1	-2	6	6	-1	-1.3	0.7	6
Cc1ccc(S(=O)(=O)N2CCC(=O)N([C@H](COCc3ccccc3)C(C)C)CC2)cc1	99	nt	11	nt	-8	nt	-3	nt	0.1	nt
O=C(COc1ccc(S(=O)(=O)NC2CCCCC2)cc1)NC1CC1	101	-1	10	0	-14	-5	2	-1.1	0.2	-6
CN(CCc1ccccc1)Cc1nc(-c2cnccn2)no1	105	-1	-3	1	-3	5	4	2.9	-0.1	-1
CC(C)C(NC(=O)C1CCCCC1)C(=O)NC1=NCCS1 (configuration not stated)	91	13	-8	4	2	-2	4	-1.1	0.1	3
CCc1nnc(NC(=O)Cc2cccs2)s1	105	-8	5	2	-14	16	-12	-1.1	-0.1	-1
CCOc1[nH]n(-c2ccccc2)c(=O)c1C=Nc1ccc(Cl)cc1	89	2	-3	1	1	16	3	0.8	-0.1	3
O=c1cc(-c2cccs2)oc2ccc(Cl)cc12	96	14	-5	-1	3	-9	-11	1.6	-0.1	-4

Going on with the list.
SMILES	ABCB6 inh MLPCN	Vif imaging	ABHD5-PLIN5 inh	Glyco luc inh	Granule exo inh	MC4R antag cAMP	NOD2-RIPK2 inh	MC4R barr agon	aDG glyco act	TLR9-MyD88 block
O=C(Nc1cccc(NC(=O)c2ccc(F)cc2)c1)c1ccc(F)cc1	94	-3	-4	0	-1	16	4	7.0	0.0	-5
O=C1CC(N2CCSCC2)C(=O)N1c1ccccc1 (configuration not stated)	99	1	-4	2	2	19	12	2.1	0.0	11
COc1ccc(Oc2nc(C)cc(C)c2S(C)(=O)=O)cc1	93	3	3	5	0	4	-2	0.6	-0.2	-13
CCSc1ccccc1C(=O)Nc1nc2ccccc2c(=O)[nH]1	97	-6	-2	2	2	1	-4	-1.5	0.3	-6
Cc1ccc(Oc2ccc(Cl)cc2NC(=O)c2ccc(F)cc2F)cc1	95	9	3	2	2	-1	-7	11*	0.2	7
Cc1cccc(CN2[C@@H](CC(C)C)COCCS2(=O)=O)c1	91	0	-2	0	1	3	5	0.6	0.2	-3
CCCCN1C(=O)C(CC(=O)NCCCCc2ccccc2)CC(C(=O)N2CCOCC2)=C1C (configuration not stated)	97	-4	9	0	-4	1	-22	-1.1	1.2	2
C=C(CC[C@@H](O)C(C)(C)O)[C@H]1CC[C@]2(C)[C@@H]1CCC1[C@@]3(C)CC[C@H](O)C(C)(C)C3CC[C@]12C (some centres not stated)	99	-5	-1	1	-5	-2	-4	0.9	0.3	7
Cc1ccc(NC2=NCC(Cc3ccc(Br)cc3)S2)cc1 (configuration not stated)	101	16	0	-3	8	-7	-8	-2.7	2.3	-1
O=C(CCCN1C(=O)/C(=C/c2cccs2)SC1=S)Nc1ccc(O)cc1	89	17	-6	-2	14	-9	-4	20*	0.2	-4
Cc1ccc(NC(=O)c2cc(NC(=O)CCC(=O)O)ccc2N2CCCCC2)cc1	98	-3	3	3	-2	16	0	1.3	-0.3	-5
O=C(c1ccccc1)N(CCO)Cc1cc2cc3c(cc2[nH]c1=O)OCCO3	94	-3	-12	6	-7	4	0	-3.7	0.0	6
CC1=NN(c2ccccc2)C(=O)C1C(=O)c1ccc([N+](=O)[O-])cc1 (configuration not stated)	101	-2	-2	-5	-2	8	-4	-1.8	0.2	7
CCCCNC(=O)Cc1c(OC)ccc2cc(Br)ccc12	92	4	-2	-2	0	20	0	-1.1	0.1	0
N#Cc1c(N)n(CCc2ccc(F)cc2)c2nc3ccccc3nc12	117	-7	-20	58*	2	5	-9	-0.4	0.6	-15
CC(OC(=O)C12CCC(=O)N1c1ccccc1S2)C(=O)Nc1cccc(Cl)c1 (configuration not stated)	97	-1	-3	1	-5	20	-1	-1.5	-0.2	-3
O=C(c1ccncc1)N1N=C(c2ccc(Br)cc2)CC1c1ccccc1O (configuration not stated)	105	0	1	-7	28	12	4	-1.2	0.4	-8
CC(C)(C)NC(=O)CSc1nnc(Cc2ccccc2)n1CC1CCCO1 (configuration not stated)	89	3	-1	0	-3	1	0	-1.9	0.1	10

3 compounds drawn at random from those above, as already listed:
SMILES	ABCB6 inh MLPCN	Vif imaging	ABHD5-PLIN5 inh	Glyco luc inh	Granule exo inh	MC4R antag cAMP	NOD2-RIPK2 inh	MC4R barr agon	aDG glyco act	TLR9-MyD88 block
COc1cccc(C2=CC(=O)CCC2)c1	99	1	6	-4	0	0	-13	-1.4	0.0	3
Cc1ccc(Oc2ccc(Cl)cc2NC(=O)c2ccc(F)cc2F)cc1	95	9	3	2	2	-1	-7	11*	0.2	7
CN(CCc1ccccc1)Cc1nc(-c2cnccn2)no1	105	-1	-3	1	-3	5	4	2.9	-0.1	-1

Compound activity (PubChem BioAssay)
